Screens (PubChem)
NRP1-CendR mod – modulators of CendR peptide binding to human neuropilin-1 | O14786 | AID 602438 | FAM-RPARPAR peptide binding to NRP-1, fluorescence polarization | inhibition, % at 25 µM | 360,000 compounds, 0.85% hits;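 active = inhibition or corrected inhibition above about 18%, plus a signal ratio from 0.5 to 1.5, limit read from the data, passing the limit was not always enough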; also: strong numbers were not always called active
Scp-1 inhibitor – Scp-1 (human) phosphatase inhibition; Recombinant Scp1, phosphopeptide, malachite green phosphate absorbance; inhibition, % at 20 µM; 340,000 compounds, 0.88% hits; AID 493091;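 active = inhibition above about 50% at 20 µM, limit read from the data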;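 also: plate controls were DMSO wells with enzyme for no effect and wells lacking enzyme for full effect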
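Test system: SCP-1 catalytic domain; Buffer or medium: Acidic Tris acetate buffer with magnesium and detergent; Also added: Phosphorylated 17-residue peptide substrate; Compound: single 20 µM dose, 1% DMSO; Schedule: enzyme reaction 45 min at room temperature, colour 5 min, stabilisation 30 min; Signal: Phosphate-binding colour reagent, absorbance read at 630 nm.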
STEP block – blocks human striatal-enriched tyrosine phosphatase; P54829; recombinant STEP, OMFP fluorogenic substrate, fluorescence; inhibition, % at 20 µM; 360,000 compounds, 0.25% hits; AID 588621;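 active = inhibition at 20 µM, scaled per plate between control wells, above about 37%, limit read from the data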;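 also: 0% = DMSO with enzyme and substrate and 100% = substrate only without enzyme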
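Assay system: isolated STEP enzyme. Buffer or medium: pH 6.0 Bis-Tris with DTT and Tween 20. Also added: fluorogenic phosphatase substrate OMFP at 25 µM final. Dosing: 20 µM, 1% DMSO. Timing: 20 min reaction, room temperature, in the dark. Measured by: fluorescence intensity, excitation 480 nm, emission 540 nm. Evaluation: normalized % inhibition.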
eLon inh – E. coli protease La inhibition. P0A9M0. purified E. coli Lon protease, fluorescence polarization. inhibition, % at 7.94 µM. 360,000 compounds, 0.42% hits. AID 602123; in the data active = inhibition above about 13%, passing the limit was not always enough;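 also: 0% = enzyme with probe and DMSO and 100% = no enzyme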
DNMT1 block – inhibitors of human DNMT1; P26358; DNMT1 molecular beacon, Hinp1I cleavage, fluorescence; inhibition (reported as % activation of signal), % at 10 µM; 360,000 compounds, 0.83% hits; AID 588458; in the data active = inhibition above about 50%
Target sequence (P26358 504-1616 limits assumed): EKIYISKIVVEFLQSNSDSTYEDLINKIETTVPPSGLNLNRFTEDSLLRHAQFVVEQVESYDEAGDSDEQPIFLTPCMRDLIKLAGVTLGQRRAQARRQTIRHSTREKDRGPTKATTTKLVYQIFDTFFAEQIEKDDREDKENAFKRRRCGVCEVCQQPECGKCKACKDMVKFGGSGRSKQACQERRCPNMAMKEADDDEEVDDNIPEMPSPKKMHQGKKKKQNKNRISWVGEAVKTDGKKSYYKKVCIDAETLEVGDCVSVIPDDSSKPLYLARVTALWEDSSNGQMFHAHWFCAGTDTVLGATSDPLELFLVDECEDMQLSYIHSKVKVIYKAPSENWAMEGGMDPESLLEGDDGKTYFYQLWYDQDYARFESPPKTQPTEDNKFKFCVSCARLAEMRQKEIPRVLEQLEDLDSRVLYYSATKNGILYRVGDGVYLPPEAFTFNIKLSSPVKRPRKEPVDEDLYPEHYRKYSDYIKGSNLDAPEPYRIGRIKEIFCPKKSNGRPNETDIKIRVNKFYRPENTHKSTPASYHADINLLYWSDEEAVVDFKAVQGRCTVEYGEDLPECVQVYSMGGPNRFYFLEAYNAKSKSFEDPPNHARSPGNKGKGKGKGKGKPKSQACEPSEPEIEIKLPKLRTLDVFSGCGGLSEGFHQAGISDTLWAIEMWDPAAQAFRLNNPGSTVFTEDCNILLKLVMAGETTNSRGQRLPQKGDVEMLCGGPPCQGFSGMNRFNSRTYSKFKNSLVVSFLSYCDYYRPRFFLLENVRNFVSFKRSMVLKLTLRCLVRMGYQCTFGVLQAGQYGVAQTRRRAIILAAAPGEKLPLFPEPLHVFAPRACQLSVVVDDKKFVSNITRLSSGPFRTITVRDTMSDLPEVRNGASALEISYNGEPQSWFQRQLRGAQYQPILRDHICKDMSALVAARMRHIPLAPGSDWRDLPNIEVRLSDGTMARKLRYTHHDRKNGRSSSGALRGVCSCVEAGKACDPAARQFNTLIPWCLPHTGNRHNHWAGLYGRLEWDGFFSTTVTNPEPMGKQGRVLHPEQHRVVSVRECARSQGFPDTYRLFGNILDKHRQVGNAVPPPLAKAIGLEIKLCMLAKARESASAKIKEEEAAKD
SUMO1-SIM PPI – alters human SUMO1 binding to SIM partners. inhibition, % at 20 µM. 360,000 compounds, 0.33% hits. P63165. AID 602429. SUMO1 binding to a labelled peptide, TR-FRET, 1 h; in the data active = inhibition above about 37%
Tb MetRS inh – Trypanosoma brucei MetRS inhibition; inhibition, % at 11.9 µM; 360,000 compounds, 0.4% hits; purified T. brucei MetRS, ATP depletion, Kinase-Glo luminescence;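 active = inhibition above a per-plate cutoff of the control wells' mean inhibition plus 3 SD, cut at about 5.5% in these data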;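 also: 0% = DMSO wells median and 100% = median of wells with control inhibitor compound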
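Test system: purified T. brucei MetRS enzyme. Also added: ATP, methionine and E. coli bulk tRNA substrates. Compound: 11.9 µM single point. Schedule: 15 min enzyme-compound preincubation, 2 h reaction, 10 min detection, 25 °C. Signal: luciferase luminescence of residual ATP, Kinase-Glo. Evaluation: percent inhibition versus plate control medians. Controls: DMSO wells, low control.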
bovine MsrA act – activates bovine MsrA enzyme; purified bovine MsrA, absorbance read-out; AID 602163; 360,000 compounds, 0.3% hits; activation, % at 10.6 µM; in the data active = activation above about 7.5%;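 also: 0% = vehicle and 100% = reference activator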
MsrA inh – bovine MsrA inhibition; purified bovine MsrA, absorbance read-out; inhibition, % at 15.5 µM; 360,000 compounds, 0.75% hits; AID 651718; in the data active = inhibition above about 4.5%;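 also: 0% = vehicle wells with enzyme and 100% = reference inhibitor wells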
LMPTP block – LMPTP (human) inhibition; P24666; recombinant LMPTP-A, OMFP fluorogenic substrate, fluorescence intensity; inhibition, % at 20 µM; 360,000 compounds, 0.22% hits; AID 651560;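 active = compounds that cut the enzyme signal by at least half of the control window in the single-dose screen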;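 also: plate controls were DMSO wells with enzyme plus substrate for no effect and substrate without enzyme for full effect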
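Assay system: LMPTP-A enzyme. Input: 0.625 nM LMPTP-A final. Probe or stimulus: 400 µM OMFP. Compound dosing: single 20 µM dose. Schedule: 50 min dark incubation at room temperature. Detection: fluorescence intensity of OMFP turnover product. Read-out: percent inhibition versus substrate-only and uninhibited controls. Benchmarks: no-enzyme low control, uninhibited high control.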
* hit, by the source's call; x = no result given.

SMILES	NRP1-CendR mod	Scp-1 inhibitor	STEP block	eLon inh	DNMT1 block	SUMO1-SIM PPI	Tb MetRS inh	bovine MsrA act	MsrA inh	LMPTP block
CN(C)C(=S)Nc1ccc(Br)c(Cl)c1	1	-4	0	-12	1	2	2.1	-2	1.2	0.3
Cc1ccc(S(=O)(=O)N/N=C/c2ccc(OCC(=O)Nc3ccccc3Cl)cc2)cc1	-7	-8	-1	-1	-5	-2	-0.1	1	1.2	1.7
O=C(O)COc1ccccc1/C=C1\C(=O)Nc2ccc(Br)cc21	-5	48	4	-3	5	10	0.0	-1	1.1	-0.1
N=c1ccn(Cc2ccc(F)cc2)cc1	5	-2	-3	-6	-2	4	0.1	-2	-1.2	-3.1
CC1CCN(C(=O)CCCN2C(=O)c3cccnc3Oc3ccc(Cl)cc32)CC1	-2	-1	-2	-35	0	1	-0.8	-6	-0.5	0.2
Cc1ccc2cc3c(N)c(C(=O)N4CCOCC4)sc3nc2c1	-18	-8	-1	1	-2	-20	0.0	-1	1.1	-0.5
Cc1cc(C)cc(NC(=O)C(OC(=O)c2sccc2C)c2ccccc2)c1 (stereo not drawn)	-16	-12	-1	5	-7	4	-0.4	1	-0.8	3.4
COc1cccc2c1cc1c(=O)n(CC(=O)NCCCN3CCN(C)CC3)nc(C)n12	-10	-9	-5	-2	1	-11	-0.4	-3	2.8	-3.8
CCn1c(O)c(C=NC2CCCC(C)C2C)sc1=S (stereo not drawn)	8	-3	4	7	-3	-16	-0.3	-3	1.4	3.0
CCc1nc2c(OCC(=O)C(C)(C)C)cccn2c1N(C=O)Cc1ccc(OC)cc1	-2	x	-2	3	-4	1	-0.3	-4	0.3	-1.0
O=c1[nH][nH]c2c1[C@H](c1ccc(F)cc1)O[C@H](CCc1ccccc1)C2	-15	x	x	5	x	6	-1.3	-8	0.9	-1.8
O=C(O)CCC(=O)Nc1ccccc1C(=O)NCCc1ccccc1	-5	0	2	13	5	1	-1.3	-5	-1.1	-1.0
N=C1/C(=C/c2ccco2)C(=O)N=C2SC(CC(=O)N3CCCC3)=NN12	-11	73*	13	-17	64*	4	-0.4	-9	3.9	4.3
c1cncc(-c2nc(NCCCN3CCOCC3)c3c4c(sc3n2)CCC4)c1	-11	-5	5	10	-2	1	-0.8	-6	0.7	3.6
Cn1cccc1CNC1CCCC1	-12	-11	0	-5	-2	4	-0.5	-2	-0.2	-2.0
C=CCC[C@@H](Cc1ccc(F)cc1)C(=O)OC[C@H]1CCCN1C(=O)[C@@H](CC=C)CC(=O)N[C@H](CO)Cc1ccccc1	4	0	0	-6	-2	9	-0.3	-1	-0.2	1.1
O=C1C=C(N2CCOCC2)CO1	-10	0	2	5	3	0	-0.4	-3	-0.9	-1.4
Cc1ccc(C)c2sc(NC(=O)C3CC3)nc12	-3	-8	1	-4	-3	2	-0.1	0	0.1	-0.3
CC1(C(=O)O)CCC(C(=O)NC2CCCCC2)C1(C)C (stereo not drawn)	-4	-7	2	1	1	1	-1.3	-6	-0.3	0.3
CCCOc1ccc(-c2c(C(=O)N/N=C(\C)COc3ccccc3)nnn2-c2nonc2N)cc1	12	-2	-4	0	3	-2	0.3	-3	0.5	-0.9
CC(C)c1ccc(CC(=O)N2CCC2(C)C(=O)Nc2ccc3c(c2)OCCO3)cc1 (stereo not drawn)	7	x	2	-1	0	2	-0.4	-5	0.1	0.2
COc1cc(C(=O)Nc2nnc(CC(=O)NCc3ccccc3)s2)cc(OC)c1OC	4	-2	0	-7	1	-8	-0.5	-7	0.3	-0.1
CC[C@H](C)[C@H]1CNC(=O)C(=O)N1CC1CCN(CCc2ccccc2)CC1	-2	1	-2	2	4	3	0.2	1	-1.3	-1.9
Cc1ccc(C(=O)CC2(O)C(=O)N(CCc3ccccc3)c3ccc(Br)cc32)o1 (stereo not drawn)	-13	-17	-2	5	-4	7	-0.3	1	0.5	2.5
C#CCOCCOCCOCCNc1nc(N2CCN(C(=O)[C@H]([C@@H](C)CC)n3cc([C@@H](N)CC(C)C)nn3)CC2)nc(N2CCN(C(=O)[C@H]([C@@H](C)CC)n3cc([C@@H](N)CC(C)C)nn3)CC2)n1	15	5	-3	5	-4	-70	-0.5	-2	1.5	-0.7
O=S(=O)(c1cnccc1N1CCN(/N=C/c2ccc(Cl)cc2)CC1)N1CCCCC1	-6	-6	-5	-3	0	-2	-1.1	-4	0.5	2.6
Nc1cc(N)nc(SCC(=O)Nc2cc(S(=O)(=O)N3CCOCC3)ccc2Cl)n1	1	-2	-1	-4	0	3	-0.3	-5	0.9	3.3
O=C(COC(=O)CNC(=O)c1sc2ccccc2c1Cl)NC1CCS(=O)(=O)C1 (stereo not drawn)	6	-2	-2	-7	0	-4	-0.5	-2	0.7	3.5
CCC1CCC/C1=N\NC(=O)c1ccc(Cl)cc1 (stereo not drawn)	4	-14	-2	-3	1	-2	-0.1	-1	-0.2	-1.7
COC(=O)CCN1CCN(S(=O)(=O)c2ccccc2Br)CC1	-6	-12	0	-5	2	0	0.0	-4	-0.2	-1.4
Cc1nn2c(Nc3ccccc3)c3c(nc2c1-c1ccccc1)CCC3	-15	-3	1	0	-1	5	0.7	1	0.3	3.3
O=C(CN1CCN(Cc2ccc3c(c2)OCO3)CC1)Nc1ccc2c(c1)OCO2	3	-4	-2	6	2	1	0.8	-1	0.7	0.6
O=C(OCc1ccccc1Cl)c1ccc(-n2cnnc2)cc1	-13	-11	-1	-7	-1	0	-0.5	-8	-0.6	0.3
O=C(NCCN1CCCCCC1)C1CCN(S(=O)(=O)N2CCOCC2)CC1	23*	-27	3	13	-12	-1	-0.2	2	0.6	-2.2
COc1ccc(Br)cc1/C=C\C(=O)NCc1cccnc1	-7	-4	-1	3	-4	-15	-0.8	-2	2.1	1.4
Cc1c(Br)c(C(N)=O)nn1C	9	-6	0	-5	1	1	-0.5	-2	-0.9	-1.3
COc1cc(C2NC(=O)NC(c3ccccc3)=C2C(C)=O)c(Br)c(Br)c1O (stereo not drawn)	-3	1	-1	-9	0	10	-0.2	-3	2.2	-0.1

10 compounds already listed, ordered by length of the SMILES, largest number first:
SMILES	NRP1-CendR mod	Scp-1 inhibitor	STEP block	eLon inh	DNMT1 block	SUMO1-SIM PPI	Tb MetRS inh	bovine MsrA act	MsrA inh	LMPTP block
C#CCOCCOCCOCCNc1nc(N2CCN(C(=O)[C@H]([C@@H](C)CC)n3cc([C@@H](N)CC(C)C)nn3)CC2)nc(N2CCN(C(=O)[C@H]([C@@H](C)CC)n3cc([C@@H](N)CC(C)C)nn3)CC2)n1	15	5	-3	5	-4	-70	-0.5	-2	1.5	-0.7
C=CCC[C@@H](Cc1ccc(F)cc1)C(=O)OC[C@H]1CCCN1C(=O)[C@@H](CC=C)CC(=O)N[C@H](CO)Cc1ccccc1	4	0	0	-6	-2	9	-0.3	-1	-0.2	1.1
CCCOc1ccc(-c2c(C(=O)N/N=C(\C)COc3ccccc3)nnn2-c2nonc2N)cc1	12	-2	-4	0	3	-2	0.3	-3	0.5	-0.9
Cc1ccc(S(=O)(=O)N/N=C/c2ccc(OCC(=O)Nc3ccccc3Cl)cc2)cc1	-7	-8	-1	-1	-5	-2	-0.1	1	1.2	1.7
CC(C)c1ccc(CC(=O)N2CCC2(C)C(=O)Nc2ccc3c(c2)OCCO3)cc1 (stereo not drawn)	7	x	2	-1	0	2	-0.4	-5	0.1	0.2
O=C(CN1CCN(Cc2ccc3c(c2)OCO3)CC1)Nc1ccc2c(c1)OCO2	3	-4	-2	6	2	1	0.8	-1	0.7	0.6
c1cncc(-c2nc(NCCCN3CCOCC3)c3c4c(sc3n2)CCC4)c1	-11	-5	5	10	-2	1	-0.8	-6	0.7	3.6
CC1(C(=O)O)CCC(C(=O)NC2CCCCC2)C1(C)C (stereo not drawn)	-4	-7	2	1	1	1	-1.3	-6	-0.3	0.3
O=C(OCc1ccccc1Cl)c1ccc(-n2cnnc2)cc1	-13	-11	-1	-7	-1	0	-0.5	-8	-0.6	0.3
Cc1ccc(C)c2sc(NC(=O)C3CC3)nc12	-3	-8	1	-4	-3	2	-0.1	0	0.1	-0.3

Some of these compounds in order of the Scp-1 inhibitor value, low to high:
structure	Scp-1 inhibitor
O=C(OCc1ccccc1Cl)c1ccc(-n2cnnc2)cc1	-11
O=C(CN1CCN(Cc2ccc3c(c2)OCO3)CC1)Nc1ccc2c(c1)OCO2	-4
CCn1c(O)c(C=NC2CCCC(C)C2C)sc1=S (stereo not drawn)	-3
